PTHR1 ag = qHTS for PTHR1 Agonists: Primary Screen; Parathyroid hormone/parathyroid hormone-related peptide receptor (Homo sapiens), Q03431; HEK293 GP2 PTHR1 cells, GloSensor cAMP luminescence, 1 h; Potency, µM (series often up to 115 µM), without a hit: at the highest dose activation, hits mostly activators; 410,000 tested, 0.075% active; AID 743266, 2014; note: potency is the fitted concentration of half-maximal effect; nearly all actives have a fitted effect of over 55% in size; some results filed as inactive show a strong effect at the top dose; inactives centre near -15; many of its hits are not listed in these tables
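HEK-293-derived GP2 cells expressing PTHR1 and a GloSensor cAMP reporter, 3,000/well, plated overnight, given luciferin plus IBMX (each 0.5 mM as added) for 1 h at 37 °C, then compound for 1 h at 37 °C. Luminescence was read after 15 min at room temperature.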
GLP1R cytotox = qHTS of GLP-1 Receptor Inverse Agonists: Cytotox Screen | 410,000 tested, 0.13% active | AID 624418, 2012 | Potency, µM (top dose mostly 38.3 µM), for the others: at the top dose activity change, negative = inhibition, actives largely listed as inhibitors | HEK293 cAMP-luciferase reporter cells, luminescence, 24 h;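 note: loss of luciferase light is scored as toxicity; potency is the fitted concentration of half-maximal effect; % is set by controls: 0 for no effect and ±100 for the full control effect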
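Cells in DMEM/10% Nu serum/1% pen-strep, 1536-well format. Pre-incubated 12 h, dosed with 23 nL compound, incubated a further 24 h. Luciferase detection, 12 min at room temp, luminescence.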
GLP-1R inv ag = qHTS of GLP-1 Receptor Inverse Agonists (Inhibition Mode) | 410,000 tested, 1.6% active | AID 624417, 2012 | Glucagon-like peptide 1 receptor (Homo sapiens), P43220 | HEK293 GLP-1R CRE-luciferase, luminescence, 24 h; GLP-1R form is constitutively active | Potency, µM (highest dose often 38.3 µM), without a hit: at the highest dose activity change, negative = inhibition, actives largely listed as inhibitors; note: potency is the fitted concentration of half-maximal effect; % is set by controls: 0 for no effect and ±100 for the full control effect; nearly all actives have a fitted effect of over 55% in size
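Inverse agonism was detected as reduced cAMP-driven luciferase luminescence after 24 h compound treatment. The cells were HEK293 clones expressing constitutively active human GLP-1R with the reporter. Reporter-only and GPR119 cell lines served as counterscreen controls.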
EPAC1 antagonist = qHTS for Antagonist of cAMP-regulated guanine nucleotide exchange factor 3 (EPAC1): primary screen | Rap guanine nucleotide exchange factor 3 (Homo sapiens), O95398 | EPAC1 GEF assay, Rap1b-BODIPY-GDP exchange fluorescence | Potency, µM (top dose mostly 115 µM), for inactives: top-dose activity change, negative = inhibition, usual class: inhibitors | 360,000 tested, 0.14% active;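 note: potency is the fitted concentration of half-maximal effect; plate controls were vehicle for no effect and positive control for full effect; nearly all actives have a fitted effect of over 50% in size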
Target sequence (O95398 whole entry, looked up): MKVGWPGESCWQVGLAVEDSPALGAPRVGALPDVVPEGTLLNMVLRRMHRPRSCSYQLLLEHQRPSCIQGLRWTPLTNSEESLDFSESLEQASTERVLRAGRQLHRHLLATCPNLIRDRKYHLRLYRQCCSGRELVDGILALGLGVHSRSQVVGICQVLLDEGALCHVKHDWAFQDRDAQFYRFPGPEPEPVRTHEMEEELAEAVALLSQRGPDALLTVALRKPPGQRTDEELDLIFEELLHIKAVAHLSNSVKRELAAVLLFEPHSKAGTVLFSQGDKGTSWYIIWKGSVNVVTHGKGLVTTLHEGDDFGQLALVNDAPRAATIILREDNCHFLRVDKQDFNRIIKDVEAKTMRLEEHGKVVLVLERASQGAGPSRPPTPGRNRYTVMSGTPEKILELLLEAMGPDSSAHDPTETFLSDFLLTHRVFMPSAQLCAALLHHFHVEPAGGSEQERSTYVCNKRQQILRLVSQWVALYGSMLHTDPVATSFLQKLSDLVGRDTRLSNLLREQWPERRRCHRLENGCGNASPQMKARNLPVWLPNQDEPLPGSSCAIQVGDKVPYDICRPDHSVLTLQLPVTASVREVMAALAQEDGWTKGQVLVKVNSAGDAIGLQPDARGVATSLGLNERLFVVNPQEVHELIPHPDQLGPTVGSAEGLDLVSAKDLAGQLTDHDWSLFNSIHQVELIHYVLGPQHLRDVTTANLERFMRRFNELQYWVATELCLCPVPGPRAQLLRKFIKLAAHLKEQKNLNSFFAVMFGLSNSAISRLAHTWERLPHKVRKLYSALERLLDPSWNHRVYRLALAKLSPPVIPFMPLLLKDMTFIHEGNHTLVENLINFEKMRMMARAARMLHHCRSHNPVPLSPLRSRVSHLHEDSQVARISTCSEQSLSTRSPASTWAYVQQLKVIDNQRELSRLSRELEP
IL-2 act = qHTS of IL-2 Activators; activation, % (series mostly up to about 46 µM); 360,000 tested, 0.065% active; IL-2 activation reporter assay, cell-based qHTS; stimulated with anti-CD3/CD4/CD28 beads; in transgenic mouse T cells; AID 652025, 2013; in the data active = activation above about 50%; inconclusive = mostly about 30% to 49%; note: 0% is about no effect
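Unstimulated transgenic mouse T cells, 750 per well, received compound and, after 60 minutes, anti-CD3/anti-CD4 bead plus anti-CD28 stimulation. EGFP and DsRed were quantified after 18 hours.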
GLP1R ag = qHTS of GLP-1 Receptor Agonists. Potency, µM (top dose mostly 45.6 µM), without a hit: top-dose activation, hits mostly activators. HEK293 GLP-1R CRE-luciferase, luminescence, 4-6 h; cells express a hypersensitive GLP-1R form. Glucagon-like peptide 1 receptor (Homo sapiens), P43220. AID 624172, 2012. 380,000 tested, 0.007% active; note: potency is the fitted concentration of half-maximal effect; % of control where 0% means no effect
PLK1 PBD inh = qHTS for Inhibitors of PLK1-PDB (polo-like kinase 1 - polo-box domain): Primary Screen; Serine/threonine-protein kinase PLK1 (Homo sapiens), P53350; Plk1 PBD binding of FITC phosphopeptide, fluorescence polarization; Potency, µM, for inactives: max response, negative = inhibition, most hits filed as inhibitors; 360,000 tested, 2.8% active; AID 720504, 2013; note: potency is the fitted concentration of half-maximal effect; series mostly up to about 57 µM; % is set by controls: 0 for no effect and ±100 for the full control effect; nearly all actives have a fitted effect of over 65% in size
PI5P4K alpha inh = qHTS for Inhibitors of phosphatidylinositol 5-phosphate 4-kinase (PI5P4K) | Phosphatidylinositol 5-phosphate 4-kinase type-2 alpha (Homo sapiens), P48426 | PI5P4Kalpha enzyme, ADP-Glo luminescence, 60 min; stronger effect = lower value | max response, % | 330,000 tested, 1.2% active | AID 652105, 2013; active = max response of -50% or lower; inconclusive = between -30% and -50%; inactive = -30% or higher; note: value at the top dose of about 77 µM; % is set by controls: 0 for no effect and ±100 for the full control effect
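Human PI5P4Kalpha with substrate in 0.038 M HEPES pH 7.4, 0.28 mM EGTA, 0.1% CHAPS, 5% DMSO; reaction started with 5 microM ATP (final), 60 min at room temperature. ADP formed read by ADP-Glo luminescence.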
EPAC1 agonist = qHTS for Agonist of cAMP-regulated guanine nucleotide exchange factor 3 (EPAC1): primary screen; Rap guanine nucleotide exchange factor 3 (Homo sapiens), O95398; EPAC1 agonist qHTS, biochemical assay; response scale: 100% = response to 6.5 mM cAMP; Potency, µM (series often up to 154 µM), for inactives: at the top dose activation, actives largely listed as activators; 360,000 tested, 0.073% active; note: potency is the fitted concentration of half-maximal effect; nearly all actives have a fitted effect of over 60% in size
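Compounds were pinned as a concentration titration into mixtures of EPAC1 (100 nM), BODIPY-GDP-loaded Rap1B (250 nM) and GDP (50 uM). After 5 min at room temperature, fluorescence was followed for 30 min; activity was scaled to 6.5 mM cAMP.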
* = called active by the depositor; i = inactive; ? = inconclusive; . = no result given; & = joins results of further samples; [ ] = remark or other dose. Unless noted, calls come from the whole dose curve; as a rule, active = well fitted curve in the direction sought with a large enough effect; inconclusive = small, poorly fitted or top-dose-only effect, or another doubt; inactive = no such curve, though single readings can be large; an effect the other way counts as inactive or inconclusive. These rows are one share of the data; the hit share may differ from the screen's.

SMILES | PTHR1 ag | GLP1R cytotox | GLP-1R inv ag | EPAC1 antagonist | IL-2 act | GLP1R ag | PLK1 PBD inh | PI5P4K alpha inh | EPAC1 agonist
O=C1CC(c2cccc(Cl)c2)CC(O)=C1C=NCCCO (stereo not drawn) | -22% | -12% | -17% | 4% | 4.7 | -8% | -21% | 2 | -8%
Cc1ccccc1CN1CCN(C(=O)c2cccc(F)c2)CC1 | i | -2% | ? | 2% | -1.7 | 8% | -9% | -4 | -3%
O=C(CSc1nnc(-c2ccccc2F)o1)OCc1ccccc1 | ? | -7% | 12% | 8% | -2.6 | 0% | -11% | . | 6%
COc1ccc(NC(=O)c2oc3ccccc3c2NC(=O)COc2ccccc2OC)c(OC)c1 | i | 5% | 0% | 2% | -1.1 | -15% | -1% | . | -2%
O=C(Cc1ccc(Br)cc1)N1CCN(C(=O)c2ccco2)CC1 | i | -5% | 18% | -7% | 0.1 | 6% | -9% | 1 | 4%
Cc1cc(C(=O)N2CCC(C)(C(=O)NS(=O)(=O)C3CC3)C2)n(C(C)(C)C)n1 (stereo not drawn) | -20% | 0% | 12% | 9% | -0.3 | -6% | -5% | 1 | -11%
C[C@@H]1CN([C@H](C)CO)C(=O)CCCn2cc(nn2)CO[C@H]1CN(C)C(=O)NC1CCCCC1 | -1% | 1% | -1% | 1% | 0.3 | 3% | -24% | 0 | 6%
COc1ccc(-n2c(Cc3cccn3C)nnc2SCC(=O)Nc2nccs2)cc1 | -10% | 3% | 8% | 0% | -3.0 | -4% | 0% | -2 | 4%
CC1CCN(C(=O)c2ccc(S(=O)(=O)NCc3ccco3)cc2)CC1 | -4% | 7% | 2% | -3% | 2.3 | 2% | -3% | 5 | -11%
O=C(O)c1[nH]nc2c1COc1ccccc1-2 | i | 16% | -4% | 3% | -5.0 | 6% | -5% | -23 | -7%
COc1cc2cc(CN(CCN3CCOCC3)C(=O)Nc3ccc(F)cc3)c(=O)[nH]c2cc1OC | i | -2% | 13% | -9% | 3.6 | 9% | -8% | -2 | 1%
Nc1nc(CCl)nc(Nc2cccc3ccccc23)n1 | -26% | -10% | ? | -23% | 1.4 | 26% | -25% | -4 | -3%
O=C1CC(c2ccc(Cl)cc2)n2nc(NS(=O)(=O)c3ccc(F)cc3)nc2N1 (stereo not drawn) | 24%[57.5 µM] | 3% | 7% | 7% | -0.3 | -11% | -1% | 4 | -7%
COc1ccc(NC(=O)COCC(=O)Nc2ccc(C)cc2)cc1 | -33%[inhibitor] | -1% | -12% | ? | -0.4 | 12% | -12% | 2 | -1%
COCCNC(=O)C(C)Oc1ccc(Cl)cc1Cl (stereo not drawn) | i | -11% | 13% | 5% | -1.8 | 6% | -2% | -3 | -3%
Cc1cc([N+](=O)[O-])nn1CC(=O)NCCCN1CCOCC1 | -13% | 4% | 1% | 14% | 0.0 | 2% | -3% | -1 | 3%
CCCCS(=O)c1snnc1C (stereo not drawn) | i | 12%[7.66 µM] | 12%[7.66 µM] | -7% | 0.7 | 1% | -16% | -4 | -1%
O=[N+]([O-])c1cccnc1Oc1ccc(OCc2ccccc2)cc1 | -13% | -6% | ? | -15% | -2.0 | 18% | -4% | 21 | 20%
O=C(NC1CCCCNC1=O)c1ccco1 (stereo not drawn) | i | 1% | -3% | 4% | -1.5 | 4% | -8% | 13 | 11%
COc1ccccc1/C=C/C(=O)Nc1cccc(S(=O)(=O)NC2=NCCCCC2)c1 | -20% | -2% | 2% | -2% | -1.5 | -2% | -8% | 3 | -13%

Fetched by structure from above:
SMILES | PTHR1 ag | GLP1R cytotox | GLP-1R inv ag | EPAC1 antagonist | IL-2 act | GLP1R ag | PLK1 PBD inh | PI5P4K alpha inh | EPAC1 agonist
Cc1ccccc1CN1CCN(C(=O)c2cccc(F)c2)CC1 | i | -2% | ? | 2% | -1.7 | 8% | -9% | -4 | -3%
COc1ccc(NC(=O)COCC(=O)Nc2ccc(C)cc2)cc1 | -33%[inhibitor] | -1% | -12% | ? | -0.4 | 12% | -12% | 2 | -1%
O=C1CC(c2ccc(Cl)cc2)n2nc(NS(=O)(=O)c3ccc(F)cc3)nc2N1 (stereo not drawn) | 24%[57.5 µM] | 3% | 7% | 7% | -0.3 | -11% | -1% | 4 | -7%
COCCNC(=O)C(C)Oc1ccc(Cl)cc1Cl (stereo not drawn) | i | -11% | 13% | 5% | -1.8 | 6% | -2% | -3 | -3%
Cc1cc([N+](=O)[O-])nn1CC(=O)NCCCN1CCOCC1 | -13% | 4% | 1% | 14% | 0.0 | 2% | -3% | -1 | 3%
O=C(Cc1ccc(Br)cc1)N1CCN(C(=O)c2ccco2)CC1 | i | -5% | 18% | -7% | 0.1 | 6% | -9% | 1 | 4%

The list continues.
SMILES | PTHR1 ag | GLP1R cytotox | GLP-1R inv ag | EPAC1 antagonist | IL-2 act | GLP1R ag | PLK1 PBD inh | PI5P4K alpha inh | EPAC1 agonist
C=CCc1cccc(CNc2nc3ccccc3n2C)c1O | -23% | -10% | ? | -4% | -0.1 | 18% | -10% | 23 | 7%
CC(/C=C/c1ccc(OCc2ccccc2)cc1)=N\O | i | -1% | -23% | -13% | 0.0 | -2% | -8% | 3 | -2%
Cn1c(CNC(=O)c2ccc(Cl)c(Cl)c2)nnc1SCC(=O)Nc1sc2c(c1C#N)CCCC2 | -9%[57.5 µM] | 10% | 7% | 5% | -0.4 | -11% | -2%&-2% | . | 2%
Cc1ccc(C(F)(F)F)cc1NC(N)=S | -4% | 1% | 10% | -19% | -1.9 | 2% | -14% | -8 | -8%
O=C(NCCC1=CCCCC1)C1CCN(S(=O)(=O)N2CCCC2)CC1 | i | -17% | -13% | 4% | 0.4 | -4% | 4% | -1 | 9%
CCCCCC(=O)N1CCN(CCN=CC2=C(O)CC(c3ccc(OC)c(OC)c3)CC2=O)CC1 (stereo not drawn) | -24%[57.5 µM] | 15%&28% | 9%&14% | 2%&13% | -4.5&2.2 | 0%&6% | 3%&-3% | 8&1 | -7%&-1%
O=C(c1ccc(Cn2cc([N+](=O)[O-])cn2)o1)N1CCCC1 | i | -1% | 20% | 3% | -2.1 | 2% | -3% | 10 | 8%
CS(=O)(=O)Nc1cccc(C2=NN(C(=O)c3ccco3)C(c3cccs3)C2)c1 (stereo not drawn) | -2% | ? | -11% | -11% | -2.0 | 0% | -3% | ? | -6%
COc1cc(C)nc(Oc2ccc(OCCOc3ccccc3)nn2)n1 | -6% | -2% | 14% | 3% | 0.8 | 12% | -10% | 4 | 19%
Cc1ccc(C)c(-n2cc(-c3ccc(Cl)cc3)nc2SCC(=O)NC2CCS(=O)(=O)C2)c1 (stereo not drawn) | -23% | -12% | ? | -12% | 2.0 | 3% | 7% | 6 | 2%
Cc1cc([N+](=O)[O-])c(=O)[nH]c1C | i | -3% | 18% | 8% | 0.8 | 0% | -5% | -3 | 0%
Cc1cc(C)nc(SCc2ccc(C(=O)N/N=C/c3ccccn3)cc2)n1 | -27% | ? | ? | -2% | -0.8 | 29% | -1% | -12 | -11%
Cc1ccc(C)c(Cn2nc(-c3ccccc3)ccc2=O)c1 | -41%[inhibitor] | -11% | ? | -19% | 0.1 | 20% | 3% | 2 | 9%
Cc1onc(-c2ccccc2)c1C(=O)Nc1ccccc1C#N | -2% | 6%&7% | -17%&-3% | -3%&6% | 0.3&-1.3 | -4%&2% | -2%&-3% | -1&2 | -1%&-8%
CCN(CC(=O)Nc1ccccc1C(F)(F)F)C(=O)C1CCC1 | -6% | 14% | 3% | 6% | -3.1 | -8% | -2% | 8 | 2%
CC(=O)c1nnn(-c2ccc(Cl)cc2C#N)c1C | -4% | -7% | 6% | -5% | -1.9 | 3% | -4% | 3 | -1%
O=C(ON=C1CCN(c2ccc([N+](=O)[O-])cc2)CC1)c1ccccc1 | -1%[57.5 µM] | -13% | 0% | 2% | -1.8 | 7% | -5% | . | 9%
COc1ccc([C@H]2CC(=O)C=C(c3ccc(Br)c4ccccc34)C2)cc1 | -4% | 16% | ? | -5% | -2.0 | 12% | -1% | 15 | 4%
Cc1ccc(S(=O)(=O)N2CCOCC2)cc1NC(=O)c1cc2c(s1)CCC2 | -19% | -15% | -27% | 4% | -1.0 | -5% | -1% | -4 | 3%
Cc1cccn2c3c(c(=O)nc12)C(c1cccc(F)c1)CC(=O)N3 (stereo not drawn) | -19% | 0% | 1% | . | . | 6% | . | . | .
Cc1ccc2nc(C)cc(NCCO)c2c1 | i | -6% | 5% | 4% | 0.3 | -2% | -2% | -3 | -2%
COc1ccc(NC(=O)c2ccco2)cc1NC(=O)COc1ccccc1 | -18%&-5% | -19%&-6% | 4%&9% | 7% | 1.7 | 5% | -3% | 1 | -1%
CCc1ccc(NC(=O)Cn2nnc(C(=O)NCc3ccco3)c2N)cc1 | i | 4%&1% | -7%&1% | 4% | -1.1 | -1%&0% | -2% | 4 | 22%
CCOc1ccc(C2CC(c3ccccc3C)n3ncnc3N2)cc1 (stereo not drawn) | i | -14% | -13% | -15% | -1.3 | 3% | -2% | 2 | -1%
